STAT1 activator – activators of IFN-gamma induced STAT1 signaling; NIH 3T3 STAT1-luciferase reporter, luminescence; 100% = IFN-gamma alone, no compound; activation (% of control), % at 5.5 µM; hit rate 2.6% among 200,000;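 active means activation above the screen-wide mean activation plus 3 SD, cut at about 130% in these data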;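 further: raw ratio to IFN-gamma control signal so 100% means no change and 0% no light; values of inactives mirror those of a sister screen read the other way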
FLuc inhib CS – counter-screen for luciferase assay inhibitors: firefly luciferase inhibition; ATPLite firefly luciferase biochemical luminescence, 10 min; inhibition, % at 10 µM; hit rate 1.5% among 200,000; AID 1006; P08659;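 active means inhibition above about 50% when tested at 10 µM, limit read from the data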
Target sequence (P08659 whole entry, looked up): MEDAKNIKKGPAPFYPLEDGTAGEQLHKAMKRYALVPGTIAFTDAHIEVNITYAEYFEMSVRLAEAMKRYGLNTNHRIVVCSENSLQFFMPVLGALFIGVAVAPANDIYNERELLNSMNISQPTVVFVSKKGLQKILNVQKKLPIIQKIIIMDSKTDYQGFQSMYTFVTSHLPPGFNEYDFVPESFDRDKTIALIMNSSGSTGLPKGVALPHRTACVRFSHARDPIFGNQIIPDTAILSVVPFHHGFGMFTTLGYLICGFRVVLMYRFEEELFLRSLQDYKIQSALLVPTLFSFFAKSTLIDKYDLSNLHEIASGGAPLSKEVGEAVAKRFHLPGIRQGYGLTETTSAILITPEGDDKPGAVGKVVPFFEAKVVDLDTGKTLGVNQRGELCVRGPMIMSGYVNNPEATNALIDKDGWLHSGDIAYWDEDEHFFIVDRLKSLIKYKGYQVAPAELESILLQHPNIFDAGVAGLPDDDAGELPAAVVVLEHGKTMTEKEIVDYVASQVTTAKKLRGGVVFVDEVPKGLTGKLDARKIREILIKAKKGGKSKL
ROMK primary – human ROMK K+ channel modulation, primary screen | Tet-inducible ROMK, thallium flux fluorescence; actives lie on both sides | B-score at 10 µM | hit rate 2% among 130,000 | AID 1918;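 active means signal ratio slope over the read window, or its plate-corrected B-score, at least 3 SD from the plate mean, either direction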;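 further: B-score of the F/F0 ratio slope over 7 to 12 s after thallium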
Target sequence (P48048 whole entry, looked up): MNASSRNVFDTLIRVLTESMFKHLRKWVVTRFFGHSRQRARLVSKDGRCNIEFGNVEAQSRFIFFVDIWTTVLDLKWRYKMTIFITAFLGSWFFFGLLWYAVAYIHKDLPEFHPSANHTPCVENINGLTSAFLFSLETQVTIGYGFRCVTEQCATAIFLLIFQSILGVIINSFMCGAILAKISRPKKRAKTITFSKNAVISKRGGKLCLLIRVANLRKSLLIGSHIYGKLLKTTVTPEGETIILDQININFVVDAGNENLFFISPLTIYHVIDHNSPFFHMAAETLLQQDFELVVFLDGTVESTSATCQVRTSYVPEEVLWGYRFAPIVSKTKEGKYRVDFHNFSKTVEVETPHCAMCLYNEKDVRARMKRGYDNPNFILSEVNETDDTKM
STAT3 inh – STAT3 signaling inhibition; U3A cells, IL-6 STAT3-luciferase reporter, luminescence; host cell line lacks STAT1; inhibition, % at 5.5 µM; hit rate 0.89% among 190,000; AID 862;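 active means inhibition above the mean inhibition across all screened compounds plus 3 SD, cut at about 44% in these data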;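 further: 0% = DMSO only wells and 100% = 100 µM nifuroxazide control wells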
APP 5UTR inh – APP translation inhibition; inhibition, % at 2 µM; SH-SY5Y APP 5'UTR-luciferase reporter, luminescence; hit rate 0.82% among 190,000;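 active means inhibition above a set limit, derived from the sample mean plus 3 SD, cut at about 45% in these data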; further: values of inactives mirror those of a sister screen read the other way
NF-kB neuron act – compounds increasing NF-kB expression in human neuronal cells | NF-kB reporter expression; hits give high values | hit rate 1.6% among 190,000 | fold change at 12.5 µM; in the data active means fold change above about 3.3
STAT3 act – activators of IL-6 induced STAT3 signaling. U3A cells, IL-6 STAT3-luciferase reporter, luminescence; 100% = signal with IL-6 EC80 alone. activation (% of control), % at 5.6 µM. hit rate 0.91% among 190,000;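 active means activation above the screen-wide mean of compound activation plus 3 SD, cut at about 130% in these data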;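 further: 0% = background luminescence of wells with medium and substrate only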
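Material: STAT3-luciferase reporter U3A cells. Controls: IL-6-treated wells, 100% activation. Read-out: % activation versus median of IL-6-stimulated wells. Probe or stimulus: IL-6 stimulus at 33 ng/mL final. Timing: compound 1 h, then IL-6 6 h at 37 °C. Signal: reporter luminescence signal.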
FLuc stim CS – firefly luciferase counter-screen for stimulation assays. P08659. ATPlite luciferase biochemical, luminescence, 10 min; 0 = ATP-free wells, 1 = DMSO control. activation factor at 10 µM. 200,000 tested, under 10 active;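 active means luciferase activation factor, scaled between plate controls, of at least 2 with compound at 10 µM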
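Assay system: Luciferase/luciferin reagent mix; Medium: PBS as buffer for the ATP substrate; Dosing: test compounds dosed from 2 mM stocks in 100% DMSO; Times: 10 min, room temperature; Signal: luminescence from luciferase reaction; Read-out: luciferase activation; Controls: No-ATP low control, compound-free enzyme-plus-ATP high control.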
APP 5'UTR act – activates APP 5'UTR luciferase reporter; SH-SY5Y APP 5'UTR luciferase reporter, luminescence; zero percent = DMSO vehicle wells; activation, % at 2 µM; hit rate 1% among 190,000; AID 1276;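 active means activation above a set limit, based on mean plus 3 SD of controls, cut at about 140% in these data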; further: values of inactives mirror those of a sister screen read the other way
STAT1 blocker – STAT1 signaling inhibition; hit rate 0.35% among 200,000; AID 920; inhibition, % at 5.5 µM; NIH 3T3 STAT1-luciferase reporter, IFN-gamma, luminescence;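 active means inhibition above a set limit, the mean inhibition across all tested compounds plus 3 SD, cut at about 34% in these data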;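 further: 0% = IFN-gamma with DMSO and 100% = IFN-gamma with 300 µM nifuroxazide; values of inactives mirror those of a sister screen read the other way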
Active calls of the source: *; / = no result given. Hits appear at their usual frequency; about 7.1% have a hit in one of these screens.

smiles,STAT1 activator,FLuc inhib CS,ROMK primary,STAT3 inh,APP 5UTR inh,NF-kB neuron act,STAT3 act,FLuc stim CS,APP 5'UTR act,STAT1 blocker
Cc1nc2ccccc2c2oc(C(=O)NCC3CCCO3)cc12 (configuration not stated),97,-5,/,16,-8,0.34,87,1.1,8,3
O=C(O)CCC(=O)c1ccc2c(c1)OCCCO2,102,1,/,10,16,1.2,100,1,-16,-2
O=C(O)CSC1=NC(=Nc2cccc(Cl)c2)C2(CCCCC2)N1c1ccccc1,98,-5,-0.17,0,-8,1.4,100,1,8,2
COc1ccccc1-c1coc2c(CN3CCN(C)CC3)c(O)ccc2c1=O,101,-3,/,4,0,0.99,101,1,0,-1
O=C(NCc1cccs1)C1CCCN(S(=O)(=O)c2cccs2)C1 (configuration not stated),100,-5,/,8,-3,0.97,98,1.1,3,0
N#Cc1ccccc1NC(=O)c1ccc2c(Cl)c3c(nc2c1)CCCC3,120,50*,/,-6,-92,3.1,105,0.5,92,-22
COc1cccc2sc(NC(=O)c3ccc(Br)s3)nc12,125,13,0.094,12,9,2,88,0.9,-9,-27
Cc1ccccc1NC(=O)NC(C)(C)CC(C)(C)C,104,1,/,2,-20,0.94,104,1,20,-6
Cc1cccc(/C=N/NC(=O)Cn2nccc2C)n1,99,-4,/,-13,-3,1.1,107,1,3,1
O=C(COC(=O)Cc1ccc(S(=O)(=O)N2CCOCC2)s1)Nc1ccc2c(c1)OCO2,85,-3,-0.36,9,6,1.1,99,1,-6,16
Cc1ccc[n+](CC(=O)Nc2cccc([N+](=O)[O-])c2)c1,102,-6,/,-2,8,1,104,1.1,-8,-4
O=C(NCc1ccccn1)c1ccc([N+](=O)[O-])cc1,97,-10,1.4,-2,-15,1.1,102,1.1,15,3
CC1CC(=O)c2cnc(Nc3cccc(C(F)(F)F)c3)nc2C1 (configuration not stated),112,-1,/,20,-8,1.6,86,1,8,-13
CCOC(=O)C1CCN(Cc2cc(C(C)C)c(O)c(C(C)C)c2)CC1,87,-3,-0.91,14,18,1.2,95,1,-18,14
O=C(NC1CCCCC1)C(c1cccnc1)N(C(=O)CCl)c1cccc(Cl)c1 (configuration not stated),78,-7,-3.3*,18,26,1.2,84,1.1,-26,23

Next compounds.
smiles,STAT1 activator,FLuc inhib CS,ROMK primary,STAT3 inh,APP 5UTR inh,NF-kB neuron act,STAT3 act,FLuc stim CS,APP 5'UTR act,STAT1 blocker
CCOC(=O)c1sc(/N=C/C2=C(O)CC(C)(C)CC2=O)c(C(=O)OCC)c1C,98,8,0.41,16,-15,1.9,91,0.9,15,1
CC(C)NC(=O)COC(=O)c1ccccc1Oc1ccccc1,103,-10,-0.94,25,-5,1.2,79,1.1,5,-3
Cc1ccc(NC(=O)Cn2nc(C)c([N+](=O)[O-])c2C)cc1C,90,0,-0.24,3,5,0.99,99,1,-5,9
NC(N)=NC1=NC(=O)/C(=C/c2ccccc2-n2cccn2)S1,100,-6,-0.28,-7,-22,1,107,1.1,22,0
Cc1ccc(C(=O)CN(C(=O)c2ccc(Cl)c(Cl)c2)N2C(=O)C3CCCCC3C2=O)cc1 (configuration not stated),101,-4,/,5,-10,1.4,99,1,10,-1
C=CCC1(O)C(=O)N2C(=C1C(=O)N1CCOCC1)c1ccccc1CC2(C)C (configuration not stated),102,-2,-0.92,1,-6,0.88,106,1,6,-2
Cc1nnc(SCC(=O)NC2CCS(=O)(=O)C2)n1-c1ccccc1 (configuration not stated),104,-5,0.022,13,-11,1.2,96,1.1,11,-7
CCOc1cc(/C=N\O)cc(Cl)c1OCC,93,-6,-0.87,4,-8,1.1,100,1.1,8,8
CC(C)CCn1c(=O)c2ccccc2n2c(CN3CCCC3)nnc12,100,0,0.5,-4,7,1.3,105,1,-7,0
COc1cccc(C(=O)Cn2c(N3CCCCC3)nc3c2c(=O)n(C)c(=O)n3C)c1,94,-3,/,3,-6,1.1,103,1,6,5
NS(=O)(=O)c1ccc(CCNC(=O)CSc2nc3ccsc3c(=O)n2CC(=O)O)cc1,101,-4,/,4,-9,0.95,98,1,9,-1
Cc1c[n+]([O-])n(-c2ccc(C(=O)O)cc2)n1,102,-4,/,8,15,1,99,1,-15,-1
Cc1nc2ccccc2nc1SCC(=O)c1ccccc1,89,-2,/,-21,-7,1,120,1,7,12
N#Cc1cccc(NC(=O)c2ccccc2C(=O)O)c1,100,-4,-0.46,2,-17,1.1,100,1,17,3
CCOC(=O)N1CCN(S(=O)(=O)c2cc(OCC(=O)NC3CCCCC3)c(C)cc2Cl)CC1,87,-5,-2.2,6,25,0.51,97,1.1,-25,14

Gathered by group: the entries above with a cyano group
smiles,STAT1 activator,FLuc inhib CS,ROMK primary,STAT3 inh,APP 5UTR inh,NF-kB neuron act,STAT3 act,FLuc stim CS,APP 5'UTR act,STAT1 blocker
N#Cc1ccccc1NC(=O)c1ccc2c(Cl)c3c(nc2c1)CCCC3,120,50*,/,-6,-92,3.1,105,0.5,92,-22
N#Cc1cccc(NC(=O)c2ccccc2C(=O)O)c1,100,-4,-0.46,2,-17,1.1,100,1,17,3

The results go on:
smiles,STAT1 activator,FLuc inhib CS,ROMK primary,STAT3 inh,APP 5UTR inh,NF-kB neuron act,STAT3 act,FLuc stim CS,APP 5'UTR act,STAT1 blocker
NC(=O)c1ccc(N2CCN(c3ccccc3F)CC2)c([N+](=O)[O-])c1,93,-3,0.098,19,5,/,88,1,-5,6
O=C(CSCc1cccs1)N1CCCC1,129*,-3,/,3,-11,1.7,102,1,11,-34
Cc1ccccc1NC(=S)N(C)Cc1cn(C)c2ccccc12,99,-5,-0.27,-10,13,1,106,1,-13,1
CCOC(=O)C1=C(C)NC2=C(C(=O)CCC2)C1c1coc2ccccc2c1=O (configuration not stated),100,-3,-0.89,-44,-2,0.9,145*,1,2,0
CCOC(=O)CNC(=O)C(CC(C)C)NC(=O)C1CCCCC1 (configuration not stated),97,3,-0.75,6,13,1.3,99,1,-13,3
CCCN(CCC)C(=O)CC(c1ccccc1)C1CCOC(C)(C)C1 (configuration not stated),102,-6,0.026,5,-17,1,102,1.1,17,-4
Cc1ccc(C(=O)Nc2cc(=O)n(C)c(=O)n2C)o1,102,-3,/,5,-17,1.1,98,1,17,-3
CCn1c(SCCOc2ccc(OC)cc2)nnc1C(CO)NC(=O)c1ccc(OC)cc1 (configuration not stated),97,-10,/,0,10,0.98,103,1.1,-10,3
Cc1cccc(NC(=S)N2CCn3cccc3C2c2cccnc2)c1 (configuration not stated),87,-1,/,-5,-3,1.3,103,1,3,14
COc1ccc(OC)c(/C=N/NC(=O)c2cc3c(OC)c(OC)ccc3[nH]2)c1,102,-1,0.029,5,10,1.1,96,1,-10,-2
COc1cc(NC(=O)c2cc(C(C)C)on2)c(OC)cc1Cl,100,-1,-1,-69,-9,0.96,168*,1,9,0
C=CCn1c(NCc2ccccc2)nc2ccccc21,109,-2,-1.4,-1,4,1.3,103,1,-4,-10
COc1ccc(NC(=O)NC(C)(C(F)(F)F)C(F)(F)F)cc1,96,-2,/,15,-19,1.6,90,1,19,4
COc1cccc(NC(=O)c2cc([N+](=O)[O-])ccc2NC(=O)CNCC2CCCO2)c1 (configuration not stated),90,-7,-0.72,-2,3,0.37,110,1.1,-3,11
COC(=O)C1=CN(c2ccc(OC)cc2)C=C(C(=O)OC)C1c1ccc(C)c([N+](=O)[O-])c1,105,-6,-0.65,1,-22,0.87,98,1.1,22,-5

The list continues:
smiles,STAT1 activator,FLuc inhib CS,ROMK primary,STAT3 inh,APP 5UTR inh,NF-kB neuron act,STAT3 act,FLuc stim CS,APP 5'UTR act,STAT1 blocker
Cc1nc2sc(C(c3ccc(F)cc3)N3CCN(C(=O)c4ccco4)CC3)c(O)n2n1 (configuration not stated),97,-2,/,-1,2,0.71,97,1,-2,3
CC(=O)Nn1cc2c(=O)n(C)c(=O)n(C)c2c1,97,-4,/,5,-2,1.4,99,1,2,4
CCOC(=O)c1c(C)oc(/N=C/c2ccccc2O)c1C#N,106,12,/,0,-11,1,105,0.9,11,-6
Cc1cc(C)c(C#N)c(N2CCN(Cc3ccc4c(c3)OCO4)CC2)n1,92,-5,-0.89,-21,1,1,122,1.1,-1,9
O=S(=O)(c1ccccc1)N1CCN(c2nnnn2-c2ccccc2)CC1,101,-4,0.24,-2,-1,0.86,103,1,1,0
C/C(=N/NC(=O)c1cccc(C)c1)c1c(O)cc(C)oc1=O,97,-1,/,1,-10,1,103,1,10,3
Cc1ccc(C)c(NC(=O)C2CCCN2S(=O)(=O)c2ccc3c(c2)n(C)c(=O)c(=O)n3C)c1 (configuration not stated),96,-5,0.45,1,18,0.91,99,1.1,-18,5
CCCNC(=O)C(NS(=O)(=O)c1cccc2nsnc12)c1ccccc1 (configuration not stated),104,-11,-0.32,-2,14,0.98,104,1.1,-13,-5
CC(=O)OCC(OC(C)=O)C(OC(C)=O)C(OC(C)=O)C(=O)Nc1ccccc1C (configuration not stated),105,-5,/,6,1,1.2,97,1,-1,-6
CNCCCC1Sc2ccccc2Oc2ccccc21 (configuration not stated),97,-4,-3.7*,10,-18,0.83,95,1,18,3
CCOC(=O)N1CCN(c2ccc(C(F)(F)F)cn2)CC1,102,1,0.95,16,3,1.1,88,1,-3,-2
C/C(Cn1nnc([N+](=O)[O-])n1)=N\NC(=O)c1ccc(O)cc1O,108,1,/,-5,-31,1,105,1,31,-8

Screening results from PubChem.
